# High-throughput results from PubChem.
# CIT2 TOR yeast: yeast TOR pathway CIT2-GFP modulation; S. cerevisiae CIT2-GFP strain, flow cytometry, 3 h; 100 means same as DMSO wells; GFP response vs DMSO, % at 10 µM; 320,000 compounds, 0.065% hits;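 active = GFP response relative to DMSO above a set limit, near the screen mean plus 3 SD, cut at about 150% in these data; inconclusive = Fewer than 70 cells measured for a yeast strain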;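 note: ratio of well median GFP fluorescence to mean of DMSO wells on the plate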
# RPL19A-GFP yeast: yeast TOR pathway RPL19A-GFP modulation | 330,000 compounds, 0.3% hits | percent response vs DMSO, % at 10 µM | S. cerevisiae RPL19A-GFP strain, flow cytometry, 3 h; active compounds read low;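 active = percent response vs DMSO below 50%; inconclusive = fewer than 70 events counted for the yeast strain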;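 note: median channel GFP fluorescence of the barcoded RPL19A-GFP strain; ratio of sample median GFP to plate DMSO average so 100% = DMSO; lower means less RPL19A-GFP as with rapamycin TOR inhibition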
# CR mimetic SO: caloric restriction mimetics inhibiting age-related superoxide in yeast. superoxide response (% of plate mean), % at 10 µM. S. cerevisiae aged cells, superoxide DHE fluorescence; active compounds read low. 330,000 compounds, 0.18% hits;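 active = superoxide response under a set limit, about three screen SD below normal, cut at about 65% in these data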;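 note: yeast aged for seven days with compound at 30 °C before DHE staining; 100% = average MFI of all compound-treated wells on the plate with controls excluded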
# MEP2 TOR yeast: yeast TOR pathway MEP2-GFP modulation; S. cerevisiae MEP2-GFP strain, flow cytometry GFP, 3 h; 100% = DMSO control level; GFP response vs DMSO, % at 10 µM; 330,000 compounds, 0.51% hits; AID 2016;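 active = GFP response versus DMSO above a set limit, roughly screen mean plus 3 SD, cut at about 180% in these data; inconclusive = fewer than 70 cells counted for a yeast strain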;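 note: median GFP fluorescence of the barcode-gated MEP2-GFP cells per well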
# Efflux pump mplx: inhibitors of Candida antifungal efflux pumps expressed in yeast | 330,000 compounds, 0.44% hits | AID 485275 | S. cerevisiae Candida pump triplex, Nile Red efflux | inhibition, % at 10 µM;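 active = plate passing quality check with inhibition over a set limit, or well fluorescence over plate mean plus 4 SD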;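 note: Nile Red retained in pooled yeast measured as flow cytometry median fluorescence; 0% = buffer negative control and 100% = Enniatin B positive control; higher means more Nile Red kept so more efflux inhibition; some compounds called inactive have numbers as strong as hits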
# LAP4-GFP MLPCN: alters LAP4-GFP fluorescence in TOR pathway yeast screen | 320,000 compounds, 0.34% hits | GFP response vs DMSO, % at 10 µM | S. cerevisiae LAP4-GFP multiplex, flow cytometry GFP, 3 h; median GFP as percent of DMSO wells;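 active = GFP response vs DMSO above a set limit, about the screen mean plus 3 SD, cut at about 150% in these data; inconclusive = under 70 cell events counted for the yeast strain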
# AHR activator: activators of human aryl hydrocarbon receptor; P35869; AHR-responsive luciferase reporter cells, luminescence; activation, % at 5 µM; 320,000 compounds, 2.5% hits; AID 2796; in the data active = activation above about 47%;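 note: 0% = vehicle wells and 100% = reference agonist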
# Target sequence (P35869 whole entry, looked up): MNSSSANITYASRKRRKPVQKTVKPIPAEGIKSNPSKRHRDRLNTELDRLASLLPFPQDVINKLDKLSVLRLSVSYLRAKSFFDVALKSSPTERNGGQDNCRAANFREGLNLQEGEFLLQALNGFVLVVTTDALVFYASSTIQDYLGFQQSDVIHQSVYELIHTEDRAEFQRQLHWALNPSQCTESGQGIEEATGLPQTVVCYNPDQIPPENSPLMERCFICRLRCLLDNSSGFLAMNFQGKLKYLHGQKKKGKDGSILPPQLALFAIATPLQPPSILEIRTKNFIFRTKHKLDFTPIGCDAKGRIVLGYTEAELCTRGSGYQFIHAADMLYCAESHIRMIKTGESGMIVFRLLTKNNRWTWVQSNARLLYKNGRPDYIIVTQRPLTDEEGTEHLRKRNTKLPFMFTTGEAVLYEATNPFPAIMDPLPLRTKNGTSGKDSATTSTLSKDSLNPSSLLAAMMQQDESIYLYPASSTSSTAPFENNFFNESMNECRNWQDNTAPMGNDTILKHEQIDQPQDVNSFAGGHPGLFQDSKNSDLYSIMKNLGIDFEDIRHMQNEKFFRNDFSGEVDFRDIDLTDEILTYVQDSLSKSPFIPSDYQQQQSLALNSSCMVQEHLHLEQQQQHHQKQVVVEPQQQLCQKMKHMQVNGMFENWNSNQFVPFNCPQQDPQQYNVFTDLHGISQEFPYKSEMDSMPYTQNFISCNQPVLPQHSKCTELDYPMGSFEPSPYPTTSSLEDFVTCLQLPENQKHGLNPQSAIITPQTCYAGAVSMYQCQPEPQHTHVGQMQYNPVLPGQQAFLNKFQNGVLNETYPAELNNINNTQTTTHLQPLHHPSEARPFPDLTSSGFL
# AGP1 TOR yeast: alters AGP1-GFP fluorescence in TOR pathway yeast screen. S. cerevisiae AGP1-GFP multiplex flow cytometry, 3 h; GFP as percent of DMSO wells. GFP response vs DMSO, % at 10 µM. 320,000 compounds, 0.02% hits. AID 2066;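 active = GFP response relative to DMSO above a set limit, near screen average plus 3 SD, cut at about 150% in these data; inconclusive = fewer than 70 cells counted for the yeast strain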;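 note: median GFP channel fluorescence of the gated AGP1 strain per well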
# Active calls of the source: *; ? = inconclusive; · = no result given; [ ] = remark or other dose.
1	COc1ccc(N2CCN(C(=O)c3cc(=O)c4cc(Cl)ccc4o3)CC2)cc1
2	O=C(CN1CCC(n2nnc3cc(F)ccc32)CC1)NC1CC1
3	CCN(CCn1cccn1)C(=O)c1ccc(OC2CCN(C(=O)COC)CC2)cc1
4	Cc1cccc(C)c1OCC(=O)Nc1ccc2c(c1)OCCO2
5	CC(Cc1cccs1)NC(=O)Nc1ccc(Cl)c(Cl)c1 (configuration not stated)
6	O=C(N[C@H]1C/C=C\C[C@@H](CC(=O)N(CCO)Cc2ccccc2)C(=O)NC[C@H](c2ccccc2)OC1=O)OCC1c2ccccc2-c2ccccc21
7	O=C(c1ccc(S(=O)(=O)NCC2CCCO2)cc1)N1CCN(c2ccccc2F)CC1 (configuration not stated)
8	COCCCn1c(C(=O)N2CC(C)OC(C)C2)cc2c(=O)n3ccccc3nc21 (configuration not stated)
assay / entry	1	2	3	4	5	6	7	8
CIT2 TOR yeast	91	114	104	90	91	97	91	99
RPL19A-GFP yeast	102	107	111	97	98	98	93	105
CR mimetic SO	87	87	100	130	82	99	92	97
MEP2 TOR yeast	104	106	99	107	93	101	95	96
Efflux pump mplx	0.1	-0.1	0.0	0.0	0.6	0.3	0.1	0.0
LAP4-GFP MLPCN	91	102	81	88	102	105	91	96
AHR activator	2	0	1	-5	11	-1	1	-3
AGP1 TOR yeast	90	114	97	87	93	98	92	101

9	C=CC[N+](C)(C)CCCNC(=O)/C=N/O
10	CCOC(=O)c1c(S(=O)(=O)N(C)Cc2ccco2)c(C)n(C)c1C
11	N#CCCN(Cc1cccnc1)C(=O)Nc1cccc(Cl)c1
12	COc1cccc(-c2c(-c3cc(OC)cc(OC)c3)n(C)c3ccc(-c4cccc5[nH]ccc45)cc23)c1
13	Cc1nc(C)c(-c2ccnc(/N=C/NO)n2)s1
14	Cc1c(OCC(=O)N2CCC(C(=O)O)CC2)ccc2c1oc(=O)c1ccccc12
15	CCn1nc(NS(=O)(=O)c2ccccc2)c2cc3cccc(C)c3nc21
16	CCCC(=O)Nc1nnc(CCOC)s1
assay / entry	9	10	11	12	13	14	15	16
CIT2 TOR yeast	96	98	101	87	93	102	99	97
RPL19A-GFP yeast	103	99	104	98	93	100	101	97
CR mimetic SO	74	92	95	103	98	99	92	93
MEP2 TOR yeast	103	114	105	85	103	110	102	99
Efflux pump mplx	0.6	-0.5	0.3	0.9	0.0	-0.4	0.1	-0.1
LAP4-GFP MLPCN	95	100	106	97	108	108	101	102
AHR activator	1	2	-3	4	3	-1	5	2
AGP1 TOR yeast	90	96	107	96	98	105	103	99

17	COc1cccc(Cn2cnc3c(N)c(C)c(C)cc32)c1
18	CCOc1ccc(-c2cc(NC(=O)Cn3ncc4c3-c3ccccc3OC4)on2)cc1OCC
19	CCCOc1ccc(C(=O)C(CN2CCCC2)c2ccccc2)cc1 (configuration not stated)
20	C=CCn1c(COc2ccccc2-c2ccccc2)nnc1SCC(=O)NC(=O)NCc1ccco1
21	CCCCCCn1c(NCC)nc2c1c(=O)n(C)c(=O)n2C
22	Cc1cccc(Nc2nc(N)c([N+](=O)[O-])c(N3CCCC(C)C3)n2)c1 (configuration not stated)
23	O=c1c2c3c(sc2nc(N2CCNCC2)n1-c1cccc(Cl)c1)CCCCC3
24	CCN(C(=O)CSc1n[nH]c(-c2ccccc2)n1)c1c(N)n(Cc2ccccc2)c(=O)[nH]c1=O
assay / entry	17	18	19	20	21	22	23	24
CIT2 TOR yeast	103	98	94	89	104	103	106	92
RPL19A-GFP yeast	99	99	98	96	103	103	98	97
CR mimetic SO	110	112	78	73	101	122	85	109
MEP2 TOR yeast	97	101	100	101	104	109	101	102
Efflux pump mplx	0.0	0.2	-0.1	0.1	-0.1	-1.4	-0.1	-0.1
LAP4-GFP MLPCN	97	100	104	95	107	98	103	107
AHR activator	11	10	9	0	-5	1	-3	4
AGP1 TOR yeast	104	100	100	94	106	97	104	98

25	O=C(c1cccc(S(=O)(=O)N2CCc3ccccc32)c1)N1CCN(c2ccccn2)CC1
26	Cc1ccc2[nH]c(=O)c(CN(CCCN(C)C)C(=O)Nc3ccc(F)cc3)cc2c1
27	O=C1COc2ccc(C(=O)COC(=O)c3cc(S(=O)(=O)NCc4ccccc4)ccc3O)cc2N1
28	Cc1cc(NC(=O)CCCSc2nc(-c3ccco3)cc(C(F)(F)F)n2)n(-c2ccccc2)n1
29	COc1ccc(C2NC(=O)NC3=C2CCc2ccccc23)cc1 (configuration not stated)
30	COc1cc(C2CC(=O)NC3=C2C(=O)CC(C)(C)C3)cc(OC)c1O (configuration not stated)
31	COc1cccc(-c2nnc(SCc3nc4ccccc4[nH]3)n2N)c1
32	Cc1ccc(Cn2c(C3CCCN3c3nc(-c4ccc(F)cc4)cs3)nc3cc(C(=O)NCCCO)ccc32)cc1 (configuration not stated)
assay / entry	25	26	27	28	29	30	31	32
CIT2 TOR yeast	96	96	113	83	107	99	96	85
RPL19A-GFP yeast	97	90	110	88	104	102	99	104
CR mimetic SO	101	105	104	110	105	108	94	104
MEP2 TOR yeast	92	103	107	89	102	102	96	99
Efflux pump mplx	-0.1	-0.1	0.0	0.1	-0.1	0.1	0.5	0.3
LAP4-GFP MLPCN	114	100	109	86	101	95	91	113
AHR activator	80*	8	1	1	26	-2	17	8
AGP1 TOR yeast	97	99	118	84	107	101	98	87

33	CCN1CCN(c2oc(-c3ccc(OC)cc3)nc2C#N)CC1
34	C=CCNC(=S)NNC(=O)c1ccc(OCCCC)cc1
35	CCN(CC(=O)Nc1cc(S(=O)(=O)N2CCOCC2)ccc1C)Cc1ccccc1
36	Cc1cc(NC(=O)COC(=O)CNC(=O)c2cccs2)c([N+](=O)[O-])cc1C
37	COc1cc(/C=N/n2c(-c3ccc4c(c3)NC(=O)CO4)csc2=Nc2cccc(C)c2)ccc1O
38	COc1cc2c(cc1OC)C(C)N(CC(=O)Nc1ccc(C)c(S(=O)(=O)N3CCOCC3)c1)CC2 (configuration not stated)
39	COc1cc(C=C2C(=O)OC(C)(C)OC2=O)cc(Cl)c1OCC(=O)Nc1ccccc1
40	CC(NC(=O)c1ccco1)C1CCCO1 (configuration not stated)
assay / entry	33	34	35	36	37	38	39	40
CIT2 TOR yeast	96	103	104	81	109	90	109	96
RPL19A-GFP yeast	·	103	107	87	103	98	105	98
CR mimetic SO	102	107	98	95	105	92	118	98
MEP2 TOR yeast	92	104	109	92	110	98	101	96
Efflux pump mplx	-0.4	-0.1	0.1	0.1	-0.3	-0.1	-0.1	-0.1
LAP4-GFP MLPCN	91	106	108	92	92	107	97	97
AHR activator	10	0	3	0	5	3	0	-3
AGP1 TOR yeast	91	107	110	91	97	95	98	102

41	CC1=C(C(=O)OCC(C)C)C(c2ccsc2)C2=C(CCCC2=O)N1 (configuration not stated)
42	Cn1nc(C(=O)OCc2ccc(Br)cc2F)c2ccccc2c1=O
43	C[C@H](CO)N1C[C@H](C)[C@H](CN(C)CC2CC2)Oc2ccc(NC(=O)CCN3CCOCC3)cc2C1=O
44	O=C(CSc1nncn1-c1cccnc1)Nc1ccccc1C(F)(F)F
45	O=S(=O)(c1cccc(Cl)c1)N1CCN(S(=O)(=O)c2ccc3c(c2)OCCO3)CC1
46	COC(=O)c1ccc(NC(=O)c2cc(-c3ccncc3)nc3ccccc23)cc1
47	Cc1nn(-c2ccc(F)cc2)c(Cl)c1C(=O)OC(C)C(=O)N(C)C1CCCCC1 (configuration not stated)
48	O=C(O)CC(C(=O)NCc1ccccc1)C1CCCO1 (configuration not stated)
assay / entry	41	42	43	44	45	46	47	48
CIT2 TOR yeast	98	98	93	106	86	96	98	102
RPL19A-GFP yeast	100	99	90	103	95	96	96	96
CR mimetic SO	89	110	103	91	129	86	107	95
MEP2 TOR yeast	104	106	87	103	100	103	101	102
Efflux pump mplx	0.2	0.0	0.2	-0.1	0.1	0.4	0.0	0.0
LAP4-GFP MLPCN	90	104	96	90	94	103	97	92
AHR activator	23	4	0	4	0	4	0	-1
AGP1 TOR yeast	95	101	94	103	97	103	98	101

49	COc1ccc(/C=N/Nc2ccccc2)cc1Cn1nc(C)c([N+](=O)[O-])c1C
50	Cc1cn2c(=O)c(C(=O)NCc3ccc4c(c3)OCO4)cnc2s1
51	C/C(=C\C(=S)Nc1ccccc1)Nc1cccc2ccccc12
52	CC(C)c1cc(C(N)=O)c(NC(=O)C2CCC2)s1
53	COc1cc(C(=O)N(Cc2cc3ccccc3[nH]c2=O)CC2CCCO2)cc(OC)c1OC (configuration not stated)
54	C[n+]1ccccc1COc1ccc(C(C)(C)C)cc1
55	CC(CCc1ccc(O)cc1)NCCc1ccc(O)c(O)c1 (configuration not stated)
56	CC1CC1c1ccc(/C=C(\C#N)C(=O)Nc2ccccc2Cl)o1 (configuration not stated)
assay / entry	49	50	51	52	53	54	55	56
CIT2 TOR yeast	101	97	84	107	94	93	98	107
RPL19A-GFP yeast	102	98	105	97	98	100	104	100
CR mimetic SO	102	98	110	97	115	93	96	95
MEP2 TOR yeast	108	97	83	103	97	101	98	106
Efflux pump mplx	-0.1	0.0	2.2	0.0	0.0	0.6	0.1	-0.1
LAP4-GFP MLPCN	113	112	82	98	94	99	106	101
AHR activator	19	1	94*	-3	10	2	-1	50*
AGP1 TOR yeast	109	102	70	96	95	95	99	102

57	O=C(Nc1ccccc1)N1CCCN(Cc2c(F)cccc2Cl)CC1
58	O=C(CN1C(=O)CSc2ccc(S(=O)(=O)N3CCOCC3)cc21)NCCCN1CCOCC1
59	CCCc1cc(=O)[nH]c(SCC(=O)Nc2ccc(C(=O)Nc3ccccc3OC)cc2)n1
60	COc1ccc(C2(C)NC(=O)N(CC(=O)NCC(=O)Nc3ccc(F)c(F)c3F)C2=O)cc1OC (configuration not stated)
61	Nc1ncnc2c1nc(N1CCCCC1)n2[C@@H]1O[C@H](CO)[C@@H](O)[C@H]1O
62	Cn1cc(/C=C2/SC(=O)N(c3ccccc3)C2=O)c2ccccc21
63	CSc1ccc(CN(C)C(=O)c2cc3ccccc3o2)cc1
64	O=C(N/N=C/c1ccncc1)NC1CCCCC1
assay / entry	57	58	59	60	61	62	63	64
CIT2 TOR yeast	109	?	94	93	92	95	95	95
RPL19A-GFP yeast	93	23*[may fluoresce violet]	99	95	104	98	95	96
CR mimetic SO	98	85	88	99	111	100	90	94
MEP2 TOR yeast	87	?	99	92	99	102	93	98
Efflux pump mplx	0.2	-0.1	0.4	0.2	2.3*	0.0	0.0	-0.1
LAP4-GFP MLPCN	105	?	92	96	103	94	105	123
AHR activator	-3	-2	1	-1	1	101*	1	10
AGP1 TOR yeast	117	?	101	95	97	103	86	106

# Sorted by heavy-atom count (lowest first): part of the list above.
17	COc1cccc(Cn2cnc3c(N)c(C)c(C)cc32)c1
11	N#CCCN(Cc1cccnc1)C(=O)Nc1cccc(Cl)c1
57	O=C(Nc1ccccc1)N1CCCN(Cc2c(F)cccc2Cl)CC1
47	Cc1nn(-c2ccc(F)cc2)c(Cl)c1C(=O)OC(C)C(=O)N(C)C1CCCCC1 (configuration not stated)
28	Cc1cc(NC(=O)CCCSc2nc(-c3ccco3)cc(C(F)(F)F)n2)n(-c2ccccc2)n1
assay / entry	17	11	57	47	28
CIT2 TOR yeast	103	101	109	98	83
RPL19A-GFP yeast	99	104	93	96	88
CR mimetic SO	110	95	98	107	110
MEP2 TOR yeast	97	105	87	101	89
Efflux pump mplx	0.0	0.3	0.2	0.0	0.1
LAP4-GFP MLPCN	97	106	105	97	86
AHR activator	11	-3	-3	0	1
AGP1 TOR yeast	104	107	117	98	84
